Screening data: PubChem, National Center for Advancing Translational Sciences (NCATS)
POLB inh – DNA polymerase beta (human) inhibition; P06746; Pol beta primer extension/strand displacement, fluorescence kinetic; Potency, µM (series often up to 114 µM), without a hit: at the top dose activity change, negative = inhibition, hits mostly inhibitors; 340,000 tested, 1.3% active; note: potency is the fitted concentration of half-maximal effect; % is set by controls: 0 for no effect and ±100 for the full control effect
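10 nM enzyme + cpd, 15 min RT; start with substrate 50 nM final; read 0 min and after 10 min RT. Corrected, normalized data; 4-parameter Hill curve fit.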
ERG Ets-DNA blk – inhibitors of human ERG Ets domain-DNA interaction; P11308; fluorescence polarization, His-ERG Ets domain / labelled DNA; Potency, µM (top dose mostly 76.9 µM), inactives show at the highest dose FP activity, negative = inhibition, actives largely listed as inhibitors; 370,000 tested, 0.028% active; active = well fitted inhibition curve with a large enough effect in the polarisation, with a control signal flat; inconclusive = small, poorly fitted or top-dose-only effect, or effect the other way, or a change in a side signal; inactive = no such curve, though single readings can be large or run the other way; the % refers to the polarisation;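 note: polarization taken with two DNA probes labelled with fluorescein and Texas red; potency is the fitted concentration of half-maximal effect; % of control where 0% means no effect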
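His-tagged ERG Ets domain (1 uM in the protein solution; 300mM KCl, 50mM Tris-HCl, 1mM EDTA, 1mM DTT, pH 7.5) received compound, then a probe mix of 5 nM fluorescein-DNA and 100nM Texas-615-DNA. Fluorescence polarization was read for both dyes.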
Anesthetic bind – binds horse apoferritin like a general anesthetic; Potency, µM (series often up to 77.5 µM), without a hit: top-dose activity change, negative = displacement, usual class: inhibitors; apoferritin/1-aminoanthracene competitive binding, fluorescence; 350,000 tested, 0.074% active; P02791; note: potency is the fitted concentration of half-maximal effect; % is set by controls: 0 for no effect and ±100 for the full control effect; nearly all actives have a fitted effect of over 20% in size
Target sequence (P02791 2-175 limits assumed): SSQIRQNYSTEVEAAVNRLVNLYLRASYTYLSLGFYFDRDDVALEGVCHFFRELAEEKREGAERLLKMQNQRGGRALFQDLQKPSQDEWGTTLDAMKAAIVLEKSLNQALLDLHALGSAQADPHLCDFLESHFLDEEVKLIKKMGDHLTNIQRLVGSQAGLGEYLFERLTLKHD
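In PBS, apoferritin at 10 uM is loaded with 1-AMA from a 50% saturated solution. After 10 min of compound exposure at ambient temperature, reduced 535 nm fluorescence indicates probe displacement.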
BLM helicase inh – blocks DNA unwinding by human BLM helicase; AID 2528; Potency, µM (series often up to 56.1 µM), for the others: at the top dose activity change, negative = inhibition, actives largely listed as inhibitors; 350,000 tested, 0.2% active; recombinant BLM DNA unwinding, fluorescence dequenching;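 note: potency is the fitted concentration of half-maximal effect; plate controls were vehicle for no effect and no enzyme for full effect; nearly all actives have a fitted effect of over 35% in size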
TRHR ag – agonists of human TRH receptor | P34981 | AID 493084 | activation, % at 2 µM | 360,000 tested, 0.18% active | TRHR cells, calcium flux fluo-8, FDSS agonist mode; in the data active = activation above about 30%; note: 0% is about no effect
Target sequence (P34981 whole entry, looked up): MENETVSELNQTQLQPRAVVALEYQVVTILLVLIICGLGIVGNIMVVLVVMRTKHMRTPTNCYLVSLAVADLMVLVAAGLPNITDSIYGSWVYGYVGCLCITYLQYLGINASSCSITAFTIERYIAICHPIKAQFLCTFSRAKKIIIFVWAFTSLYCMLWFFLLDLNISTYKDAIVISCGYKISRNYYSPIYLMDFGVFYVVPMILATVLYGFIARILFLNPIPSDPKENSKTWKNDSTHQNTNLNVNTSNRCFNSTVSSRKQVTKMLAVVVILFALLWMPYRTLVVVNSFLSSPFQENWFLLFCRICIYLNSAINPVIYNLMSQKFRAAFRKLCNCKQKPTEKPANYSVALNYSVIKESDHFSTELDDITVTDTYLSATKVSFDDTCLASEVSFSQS
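Read-out: compound-evoked intracellular calcium rise in TRHR cells, fluo-8 dye, kinetic FDSS fluorescence at 1 s/cycle following a 10-cycle baseline. Cells cultured overnight before dye loading (30 min–1.5 h, RT).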
Pol kappa inh – DNA polymerase kappa (human) inhibition. Q9UBT6. 400,000 tested, 0.53% active. purified Pol kappa, fluorescent DNA synthesis assay, 10 min. Potency, µM (titrated, usually from 107 µM), for the others: at the top dose activity, negative = inhibition, hits mostly inhibitors; note: potency is the fitted concentration of half-maximal effect; % is set by controls: 0 for no effect and ±100 for the full control effect
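Kinetic fluorescence readout at 0 and 10 min followed reaction start with substrate at 50 nM final. Beforehand, enzyme (10 nM Pol kappa) stood 15 min with compound at room temperature; buffer-only wells were negative controls.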
POLI inh – DNA polymerase iota (human) inhibition. Q9UNA4. Pol iota fluorescent replication assay, 10 min. Potency, µM (highest dose often 115 µM), for inactives: at the highest dose activity, negative = inhibition, hits mostly inhibitors. 390,000 tested, 1% active; note: potency is the fitted concentration of half-maximal effect
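Fluorescent replication assay read twice, at 0 min and 10 min after adding 50 nM (final) substrate. Enzyme (10 nM) and compounds were first incubated 15 min at room temperature; enzyme-free buffer wells were negative controls.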
APE1 inh – APE1 (human) endonuclease inhibition; recombinant APE1, TAMRA/BHQ-2 abasic DNA cleavage fluorescence; P27695; 350,000 tested, 0.35% active; AID 2517; Potency, µM (titrated, usually from 65.8 µM), inactives show top-dose activity change, negative = inhibition, hits mostly inhibitors;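 note: potency is the fitted concentration of half-maximal effect; plate controls were vehicle for no effect and reference inhibitor for full effect; nearly all actives have a fitted effect of over 55% in size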
Target sequence (P27695 whole entry, looked up): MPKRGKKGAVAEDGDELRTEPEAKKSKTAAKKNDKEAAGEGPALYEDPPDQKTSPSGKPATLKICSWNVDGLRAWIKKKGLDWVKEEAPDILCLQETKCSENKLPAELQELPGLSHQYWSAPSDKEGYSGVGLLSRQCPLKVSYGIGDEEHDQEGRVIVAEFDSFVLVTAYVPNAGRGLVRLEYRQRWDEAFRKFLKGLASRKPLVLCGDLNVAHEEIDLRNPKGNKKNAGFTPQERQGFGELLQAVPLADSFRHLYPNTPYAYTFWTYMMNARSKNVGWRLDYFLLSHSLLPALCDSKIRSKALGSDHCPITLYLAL
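Step 1: APE1 (0.75 nM) with compound, 15 min RT. Step 2: add 50 nM fluorophore/quencher THF duplex. Step 3: three fluorescence reads 60 s apart (525/598 nm); read 3 minus read 1 = reaction progress.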
ALOX12 inh – ALOX12 (human) lipoxygenase inhibition. P18054. purified 12hLO, xylenol orange hydroperoxide absorbance. Potency, µM (highest dose often 108 µM), for the others: at the highest dose activity change, negative = inhibition, actives largely listed as inhibitors. 580,000 tested, 1.1% active; note: potency is the fitted concentration of half-maximal effect; % is set by controls: 0 for no effect and ±100 for the full control effect
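Purified human 12hLO (150 nM final) in 25 mM Hepes, 0.01% Triton X-100, pH 7.0 was preincubated 15 min at room temperature with compound. Then 40 uM arachidonic acid was added, 30 min. Hydroperoxide was read by Fe-XO absorbance ratio 573/405 nm.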
* = called active by the depositor; ? = inconclusive; nt = not tested or not shown; [ ] = remark or other dose. Unless noted, calls come from the whole dose curve; as a rule, active = well fitted curve in the direction sought with a large enough effect; inconclusive = small, poorly fitted or top-dose-only effect, or another doubt; inactive = no such curve, though single readings can be large; an effect the other way counts as inactive or inconclusive. The list is partial; count on the stated rates, not on these rows.

SMILES	POLB inh	ERG Ets-DNA blk	Anesthetic bind	BLM helicase inh	TRHR ag	Pol kappa inh	POLI inh	APE1 inh	ALOX12 inh
Cc1cnc(NC(=O)c2ccc3c(c2)OCCO3)s1	nt	-4.1%	nt	nt	0.3	-9.9%	11.5%	0.2%	0.0%
Cn1c(=O)c2c(ncn2CC(O)CNc2ccc(F)cc2)n(C)c1=O (stereo not given)	6.4%	-0.9%	5.1%	-1.3%	-0.3	-7.4%	-0.7%[58.9 µM]	-4.2%	?
CCOC(=O)C1CCCN(c2c(NCCc3ccccc3)c(=O)c2=O)C1 (stereo not given)	11.4%	-4.0%	4.7%	2.8%	-0.7	-8.3%	-29.1%	-0.6%	4.5%
C/C(=C\c1ccccc1F)C(=O)c1c(C)cc(C)[nH]c1=O	5.1%	-5.5%	-7.5%	-0.1%	0.2	-3.5%	44.9%[activator]	52.9%	74.2%[activator]
O=C1CCCc2c1cc(C(=O)NCCCN1CCOCC1)c(=O)n2-c1ccc(Cl)cc1	-17.9%	2.8%	-5.0%	-12.5%	0.0	2.4%	16.2%	0.2%	238.9%[activator]
Cc1nc(C)c(C(=O)N(c2ccccc2F)C(C(=O)NCC2CCCO2)c2ccccc2)s1 (stereo not given)	17.6%	-5.3%	1.8%	-1.3%	-0.1	2.4%	139.6%[activator]	54.2%	-5.7%
COc1cccc(CNCc2c(C(=O)O)n(Cc3ccc(C)cc3)c3cc(C)ccc23)c1OC	-1.7%	-1.3%	?	0.1%	0.9	5.3%	-28.0%	nt	?
O=S(=O)(c1ccc(NCc2ccc(F)cc2)nc1)N1CCCC1	0.2%	-8.9%	-18.2%	-2.5%	0.0	3.3%	113.0%[activator]	-0.6%	0.1%
CCN(CC)CCNC(=O)c1ccc(Cl)c(S(=O)(=O)Nc2ccccc2OC)c1	20.9%	5.6%	-8.2%	4.6%	0.4	-9.1%	-15.0%	21.9%	?
CCCOC(=O)CSC1=C(C#N)C(c2ccccc2OCC)C(C#N)C(=O)N1 (stereo not given)	?	-8.7%	-14.2%	-0.7%	-1.1	-8.9%	?	-0.4%	-18.4%
Cc1ccccc1CN1C(=O)c2ccccc2Sc2ccc(C(=O)NCc3ccccc3)cc21	-0.1%	-0.3%	-5.8%	-5.4%	0.0	-3.9%[60.1 µM]	1.2%	nt	-23.2%
CSc1nc(-c2ccc(F)cc2)nc2c1Cc1c(CO)cnc(C)c1O2	-2.1%	-8.3%	-7.6%	-4.5%	0.9	-9.5%	10.9%	nt	?
Cc1ccc(C)c(COc2coc(CN3CCN(C(=O)c4ccco4)CC3)cc2=O)c1	nt	17.3%	nt	nt	-1.4	-17.4%	-7.3%	5.2%	-20.2%
CCOC(=O)Cn1cnc2c(nnn2Cc2ccc(Cl)cc2)c1=O	21.2%	7.2%	-10.5%	-1.0%	0.0	-1.7%	-3.6%	-2.9%	18.0%
COc1ccc(S(=O)(=O)N2c3ccccc3OCC2c2ccccc2)cc1 (stereo not given)	-0.7%	-8.1%	-3.8%	-8.3%	-0.1	-6.7%	-5.1%	-4.8%	1.8%
CC1(c2ccc3ccccc3c2)NC(=O)N(CC(=O)N2CCN(c3ccccc3O)CC2)C1=O (stereo not given)	-9.4%	15.1%	-17.0%	-5.4%	-0.7	-16.1%	-0.1%	5.5%	8.1%
COc1ccc(-n2ncc(C(=O)Nc3ccc4c(c3)OCCO4)c2C2CCN(C(=O)OC(C)(C)C)CC2)cc1	11.8%	0.8%	6.5%	-10.4%	1.0	-14.8%	-1.2%	nt	-10.2%
Nc1ccc(/C=C/C(=O)c2ccco2)cc1	-17.3%	11.6%	11.6%	-2.8%	20.9	1.0%	-1.6%	-3.8%	13.1%
COc1cccc(/C=N/NC(=S)Nc2cccc(C(=O)O)c2)c1O	-13.2%	-10.8%	2.8%	-1.4%	4.5	6.3%[60.1 µM]	-57.0%	-3.2%	?
CCOC(=O)c1c(C)[nH]c(C(=O)COC(=O)C(C)Oc2ccc(Cl)cc2Cl)c1C (stereo not given)	-15.4%	nt	-10.1%	-6.9%	0.5	-22.4%	4.5%	0.8%	?
CCc1cc(=O)oc2cc(OC(C)C(=O)NCC3CCC(C(=O)O)CC3)c(Cl)cc12 (stereo not given)	?	-3.8%	-8.0%	2.1%	0.1	1.7%	?	28.1%	4.1%
COc1ccc(C2CC(c3ccccc3)=NN2C(=O)COC(=O)c2ccc(Cl)nc2)cc1 (stereo not given)	-21.2%[57.1 µM]	21.1%	-0.2%	-2.9%	1.1	-12.2%	4.8%	0.6%	0.1%
CC(C)CN(CCNC(=O)c1cc(=O)[nH]c2ccc(S(=O)(=O)N3CCCCCC3)cc12)CC(C)C	15.3%	-2.4%	-0.8%	-4.6%	0.1	-9.4%[60.1 µM]	-6.4%	nt	-16.7%
CCC1(CC)NC(=O)NC1=O	2.3%	0.3%	-4.5%	1.3%	-0.6	0.5%	6.1%	-0.5%	0.0%
CNC(=O)/C(C#N)=C/c1cn(CC(=O)NCc2ccco2)c2ccccc12	?	12.4%	-8.3%	-1.8%	-0.4	-5.4%	17.1%	23.7%	?
COc1cccc(/C=C/c2nc(C#N)c(N3CCCCC3)o2)c1	-5.9%	-1.2%	855.0%[activator]	-3.7%	-1.0	-11.9%	?	nt	0.0%
COC(=O)c1cc(NC(=O)c2ccc([N+](=O)[O-])cc2)c(=O)oc1C	-9.1%	-0.2%	-6.5%	-2.7%	0.6	1.1%	32.6%[activator]	-9.6%	2.5%
Cc1cccc(Cn2cnc3c(nnn3Cc3ccc(F)cc3)c2=O)c1	?	-4.5%	-15.1%	-0.9%	-1.4	-9.5%	-4.6%	-9.3%	12.2%
CN1CCN(C(=O)CC23CC4CC(CC(C4)C2)C3)CC1	-2.1%	-2.2%	-9.8%	-1.0%	0.8	-19.2%	11.5%	-2.8%	35.7%[activator]
CCOC(=O)c1[nH]c(C)c(C(=O)NC(C)CC)c1C (stereo not given)	26.3%	-1.8%	-6.3%	-2.0%	0.3	-20.8%	-28.4%	12.8%	121.2%[activator]
COC(=O)[C@H](C)NC(=O)Nc1ccc(OC)cc1OC	6.7%	-1.6%	-4.1%	0.2%	0.8	-2.9%	10.0%	4.0%	-15.7%
C=NCc1cc2c(OC[C@@H](O)CNC(C)(C)C)cccc2[nH]1	nt	nt	1.0%	nt	nt	4.6%[19.4 µM]	nt	0.3%	0.2%
O=C(CSc1nc2nc[nH]c2c(=O)[nH]1)NC1CCCCC1	0.7%	5.1%	-3.4%	0.3%	0.3	-9.7%	2.8%	-2.8%	?
Cc1cc(NC(=O)c2ccc(NC(=O)C(C)Oc3ccccc3)cc2)no1 (stereo not given)	-1.0%	nt	-1.6%	0.6%	0.2	-1.8%	16.1%	-8.2%	3.1%
CC1CC=CCC1(CO)CO (stereo not given)	nt	6.2%	nt	nt	nt	-3.7%	3.2%	nt	-14.7%
Cc1nc(C(=O)Nc2cccc(Cl)c2)nn1-c1cc(OC(C)C)c(Cl)cc1Cl	4.5%	-8.3%	-11.8%	-8.6%	1.3	-12.2%	-8.6%	-4.4%	0.0%
CN(CC(=O)Nc1ccccc1Cl)C1CCS(=O)(=O)C1 (stereo not given)	nt	-7.8%	nt	nt	0.0	10.0%	?	21.8%	10.3%
Cc1cc2c(cc3c(SCC(=O)Nc4ccc(Cl)cc4F)nncn32)o1	4.6%	-0.4%	-9.2%	-10.7%	0.4	-3.7%	14.6%	nt	?
CN(C)[C@@H](CO)c1nnc([C@H](CC(=O)O)NC(=O)C2CCNCC2)o1	-1.1%	-9.9%	-10.7%	-1.6%	-0.4	-20.7%	-0.4%	5.0%	28.6%
Cc1cccc(CC2CC(=O)N(CCc3ccc4c(c3)OCO4)C2=O)c1 (stereo not given)	0.8%	2.7%	-13.0%	-7.5%	-0.8	0.8%	117.9%[activator]	-0.7%	3.3%
